ALDH1A1 inh: inhibitors of human aldehyde dehydrogenase 1A1; 220,000 tested, 7.3% active; AID 1030; Purified ALDH1A1, NADH fluorescence, propionaldehyde substrate; Potency, µM (doses to about 75.3 µM), for the others: top-dose activity, negative = inhibition, hits mostly inhibitors; P00352; active = well fitted inhibition curve with a large enough effect, not every such curve was filed as active; inconclusive = small, poorly fitted or top-dose-only effect, or another doubt; inactive = no such curve, though single readings can be large or run the other way;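 note: plate controls were no enzyme wells and a reference inhibitor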
Luc counter: counter-screen: inhibitors of Kinase-Glo firefly luciferase; Kinase-Glo luciferase, ATP luminescence, 8 min; Potency, µM (doses to about 38.3 µM), for inactives: at the highest dose activity change, negative = inhibition, most hits filed as inhibitors; 200,000 tested, 0.28% active; AID 1379; note: % is set by controls: 0 for no effect and ±100 for the full control effect; nearly all actives have a fitted effect of over 60% in size
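Light output from Kinase-Glo luciferase with luciferin and 10 uM ATP in 50 mM imidazole pH 7.2, KCl, MgCl2, Tween 20, BSA; compound pin-delivered, 8-min ambient incubation, then luminescence read.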
LMNA splice mod: LMNA splicing modulation | Potency, µM (series often up to 46.1 µM), for the others: at the highest dose ratio change, negative = inhibition, actives largely listed as inhibitors | AID 1487 | 200,000 tested, 0.01% active | HeLa LMNA splicing GFP/RFP minigene ratio, 48 h; active = well fitted inhibition curve with a large enough effect in the signal ratio, with a control signal flat, not every such curve was filed as active; inconclusive = small, poorly fitted or top-dose-only effect, or effect the other way, or a change in a side signal; the % refers to the signal ratio; note: % is set by controls: 0 for no effect and ±100 for the full control effect
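S3 HeLa stable clones carrying a lamin A-EGFP splicing minigene plus DsRed2 were seeded at 600 cells/well in Opti-MEM with 2% FBS, pin-dosed and incubated 48 h at 37°C. Acumen cytometry (488 nm) gave the GFP/RFP total-intensity ratio.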
L3MBTL1 inh: L3MBTL1 (human) inhibition | AlphaScreen L3MBTL1–H3K9me1 peptide binding | Potency, µM (series often up to 57.1 µM), without a hit: top-dose activity, negative = inhibition, hits mostly inhibitors | 230,000 tested, 0.66% active | Q9Y468 | AID 485360; note: % is set by controls: 0 for no effect and ±100 for the full control effect; nearly all actives have a fitted effect of over 60% in size
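Read-out is AlphaScreen signal from streptavidin donor and nickel chelate acceptor beads (10 ug/mL final each) bridging L3MBTL1 (50 nM) and biotinylated K9-monomethylated H3(1-15) peptide (75 nM), after 30 min compound exposure at room temperature.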
JMJD2E inh: blocks human JMJD2E demethylase activity. B2RXH2. JMJD2E catalytic domain, FDH-coupled NADH fluorescence (FDH is formaldehyde dehydrogenase). Potency, µM (series often up to 57.1 µM), for the others: at the top dose activity change, negative = inhibition, hits mostly inhibitors. 230,000 tested, 1.6% active; active = well fitted inhibition curve with a large enough effect, not every such curve was filed as active; inconclusive = small, poorly fitted or top-dose-only effect, or another doubt; inactive = no such curve, though single readings can be large or run the other way;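 note: 0% = wells with enzyme and -100% = buffer wells without enzyme; nearly all actives have a fitted effect of over 50% in size; many of its hits are not listed in these tables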
RECQ1 helicase: RECQ1 (human) helicase inhibition | RECQ1 DNA unwinding, red fluorescence kinetic read | Potency, µM (titrated, usually from 57.3 µM), for inactives: at the top dose activity, negative = inhibition, hits mostly inhibitors | 240,000 tested, 0.54% active;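 note: plate controls were vehicle for no effect and no enzyme for full effect; nearly all actives have a fitted effect of over 30% in size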
Target sequence (P46063 whole entry, looked up): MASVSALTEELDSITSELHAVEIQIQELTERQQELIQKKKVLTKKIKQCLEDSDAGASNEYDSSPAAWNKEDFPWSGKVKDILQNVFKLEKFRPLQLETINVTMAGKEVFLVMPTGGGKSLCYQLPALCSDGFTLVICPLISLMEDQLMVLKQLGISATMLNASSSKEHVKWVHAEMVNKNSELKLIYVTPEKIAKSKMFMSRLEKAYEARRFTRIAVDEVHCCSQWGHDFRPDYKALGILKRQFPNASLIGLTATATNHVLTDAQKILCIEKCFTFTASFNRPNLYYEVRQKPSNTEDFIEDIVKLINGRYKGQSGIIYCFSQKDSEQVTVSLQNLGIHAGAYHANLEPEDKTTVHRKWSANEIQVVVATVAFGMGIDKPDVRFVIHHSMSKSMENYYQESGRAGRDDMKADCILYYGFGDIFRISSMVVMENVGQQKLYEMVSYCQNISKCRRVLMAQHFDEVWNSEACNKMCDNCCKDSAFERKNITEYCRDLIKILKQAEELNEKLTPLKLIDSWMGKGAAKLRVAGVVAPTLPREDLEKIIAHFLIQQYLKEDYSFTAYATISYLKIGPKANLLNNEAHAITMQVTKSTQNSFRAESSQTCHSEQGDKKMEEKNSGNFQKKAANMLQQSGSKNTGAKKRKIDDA
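50 nM RECQ1T1 preincubated 15 min with compound in Tris pH 8.0 buffer with MgCl2, DTT, Tween-20 and 2.5 ug/ml poly(dI-dC); started with 200 nM TAMRA/BHQ-2 forked duplex and 2 mM ATP. Unwinding read as fluorescence (525/598 nm), two reads 2 h apart.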
Tau ThT inhib: blocks human tau fibril formation measured by thioflavin T; P10636; recombinant tau K18 P301L (four-repeat tau fragment), heparin-induced fibrillization, ThT fluorescence; Potency, µM (top dose mostly 57.4 µM), for the others: at the top dose activity, negative = inhibition, hits mostly inhibitors; 270,000 tested, 2.1% active; note: % is set by controls: 0 for no effect and ±100 for the full control effect; nearly all actives have a fitted effect of over 55% in size
Target sequence (P10636 561-689 P618L limits assumed): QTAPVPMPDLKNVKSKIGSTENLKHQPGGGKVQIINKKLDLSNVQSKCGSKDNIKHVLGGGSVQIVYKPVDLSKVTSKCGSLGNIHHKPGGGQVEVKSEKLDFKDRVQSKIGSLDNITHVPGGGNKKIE
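Heparin-induced fibrillization of the P301L-mutant K18 repeat-domain fragment of human tau was followed by ThT binding in quantitative high-throughput format.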
SMN2 splice up: increases expression of the SMN2 splice variant; HEK293 SMN2-luciferase splicing reporter, luminescence, 30-36 h; Potency, µM (doses to about 46.1 µM), without a hit: at the highest dose activity change, positive = activation, hits mostly activators; 210,000 tested, 2.8% active; note: % of control where 0% means no effect; nearly all actives have a fitted effect of over 55% in size
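qHTS luciferase splicing reporter: luminescence rises when SMN2 exon 7 is included in transfected HEK293 cells. Compound exposure lasted 30-36 h at 37C, with 4.5 mM final sodium butyrate as control, followed by a ONE-Glo read.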
Numbers without * were called inactive; i = inactive; ? = inconclusive; nt = no result given; [ ] = dose if it differs, or a comment. Unless noted, calls come from the whole dose curve; as a rule, active = well fitted curve in the direction sought with a large enough effect; inconclusive = small, poorly fitted or top-dose-only effect, or another doubt; inactive = no such curve, though single readings can be large; an effect the other way counts as inactive or inconclusive. Potency is the fitted concentration of half-maximal effect.

Results follow in this order: ALDH1A1 inh	Luc counter	LMNA splice mod	L3MBTL1 inh	JMJD2E inh	RECQ1 helicase	Tau ThT inhib	SMN2 splice up
1: Cc1ccc(NC(=O)COc2ccc(/C=N/NC(=O)CSCc3ccccc3)cc2)cc1
 : 3%	5%	-4%	0%	-10%	3%	?	3%
2: Cc1ccc2[nH]c(=O)c3cc(C(=O)N(C)Cc4ccco4)sc3c2c1
 : ?	-1%	7%	-4%	?	-2%	-2%	-24%
3: O=C(CCn1cccc1)N1CCc2ccccc21
 : ?	-3%	19%	-1%	-11%	-10%	-9%	13%
4: CCCCC1(CC(=O)OCC)C(=O)N(c2ccccc2)N(c2ccccc2)C1=O
 : 10%	0%	-8%	16%	10%	-3%	-9%	-18%
5: CC1CCN(S(=O)(=O)c2ccc(S(=O)(=O)NCc3ccco3)cc2)CC1
 : 13%	0%	-1%	17%	1%	i	6%	14%
6: O=C(CSc1nc2ccccc2c(=O)n1-c1ccc(F)cc1F)c1c[nH]c2ccccc12
 : ?	0%	-7%	4%	0%	-4%	?	-31%[inhibitor]
7: O=c1c(Cl)c(NCc2ccc(F)cc2Cl)cnn1C12CC3CC(CC(C3)C1)C2
 : 16µM*	2%	-10%	2%	-26%	2%	-10%	-37%[inhibitor]
8: Cc1cccc(C)c1OCc1nc2ccccc2[nH]1
 : -15%	-3%	-5%	5%	5%	i	2%	-2%
9: CC(C)NC(=O)/C(=C\c1cccc([N+](=O)[O-])c1)NC(=O)c1ccccc1
 : 4%	2%	7%[0.0737 µM]	3%	13%	i	0%	8%
10: CCC(C)OC(=O)C1C(c2ccccc2)C(C(=O)O)C1c1ccccc1 (configuration not stated)
 : 0%	-4%	0%	nt	0%	19%	-12%	-8%
11: Cc1ccc(C(C)C)c(OCCN)c1
 : 7%	13%	3%	-3%	-13%	-6%	0%	-17%
12: CC1C=C[C@@H]2[C@H](C1)C(=O)N(Cc1ccccc1)[C@H]2c1ccccc1Br (some centres not stated)
 : ?	-2%[39.9 µM]	nt	nt	nt	-19%[81.1 µM]	-17%[81.4 µM]	nt
13: N#C/C(=N\Nc1ccccc1Cl)C(=O)c1ccccc1
 : -67%	0%	3%	-22%	6%	-1%	20µM*	-66%[inhibitor]
14: O=C(Nc1cccc(Cl)c1Cl)C1CCN(c2ncccn2)CC1
 : 9%	-3%	-3%	3%	-5%	-2%	-12%	-8%
15: Cc1ccc(S(=O)(=O)Oc2ccc(/C=C(/NC(=O)c3ccccc3)C(=O)NCC(=O)O)cc2)cc1
 : 5µM*	-2%	13%[46 µM]	4%	-2%	-4%	-14%	nt
16: Cc1ccccc1NC(=S)N(CCc1c(C)[nH]c2ccc(F)cc12)Cc1ccncc1
 : 8%	-1%	?	nt	-1%	-2%	-13%	-23%
17: CCOC(=O)c1cc(C)n(Cc2ccccc2)c1C
 : -5%	-1%	9%	-5%	1%	-19%	-3%	-7%
18: C#CCOCCOCCOCCNc1nc(N2CCN(C(=O)[C@H](CCC(=O)O)n3cc(C(N)CO)nn3)CC2)nc(N2CCN(C(=O)[C@H](Cc3cc4ccccc4[nH]3)n3cc(C(N)[C@H](C)CC)nn3)CC2)n1 (some centres not stated)
 : 2%	nt	nt	?	-9%	-12%	-9%	nt
19: CCCCC(=O)Nc1cccc(NC(=S)NC(C)=O)c1
 : -5%	0%	-9%	9%	-2%	-10%	-5%	13%
20: CC(=O)c1cc2ccccc2oc1=O
 : -5%[20.9 µM]	0%[17.1 µM]	?	-3%	?	-3%[25.9 µM]	nt	2%[20.6 µM]
21: Cc1ccc(-c2c(C#N)c(N)n3c(nc4ccccc43)c2C#N)cc1
 : 19µM*	4%	?	16%	?	2%	?	-118%[inhibitor]
22: CC(=O)c1cnn(-c2nc3c(C)cccc3s2)c1C
 : -3%	-2%	4%	nt	-2%	i	?	16%
23: CCOC(=O)c1sc(Nc2nc3c(F)cccc3s2)cc1C
 : ?	-2%	?	31%	13%	-17%	0%	?
24: O=C(O)/C=C\C(=O)Nc1ccccc1C(=O)N1CCN(c2ccc(Cl)cc2)CC1
 : 4%	-4%	6%	nt	-23%	i	-16%	12%
25: CC(C)Cc1cc(-c2ccco2)c(C#N)c(N)n1
 : ?	3%	?	-6%	?	-9%	-12%	-7%
26: COc1cc(NS(=O)(=O)c2ccc(NC(=O)/C(=C/c3ccccc3Cl)NC(=O)c3ccccc3)cc2)nc(OC)n1
 : ?	0%	-20%	2%	?	?	-3%	?
27: CCN(CCCNc1ncnc2nc[nH]c12)c1cccc(C)c1
 : 6%	5%	?	-3%	2%	i	-9%	-20%
28: CC(C)OC(=O)CSc1nc(Cc2ccccc2)nc2ccccc12
 : ?	0%	?	49%[activator]	-14%	i	-16%	nt
29: O=C(c1cccs1)N(Cc1cccc(Cl)c1)C1CCS(=O)(=O)C1 (configuration not stated)
 : -14%	4%	6%	3%	5%	-13%	2%	0%
30: O=C(O)c1cc(-c2cccs2)nn1-c1cccc(Cl)c1
 : 6%	-2%	?	-18%	-15%	3%	-13%	0%
31: CCc1nn2c(=O)cc(N3CCN(c4cc(C)nc5ccccc45)CC3)nc2s1
 : -1%	3%	-1%	2%	4%	-11%	-18%	?
32: Cc1nnc(N/N=C/c2ccccc2O)n1N
 : -3%	-1%	?	nt	-27%	-5%	?	10%
33: CCCCCCCCOC(=O)/C=C/c1c(C)[nH]c(=O)[nH]c1=O
 : 0%	-1%	-14%	13%	3%	5%	2%	-34%[inhibitor]
34: COc1ccc(Cl)cc1NC(=O)[C@@H]1CCCN1C(=O)c1cccs1
 : 4%	2%	0%	0%	-3%	-2%	-6%	0%
35: CCc1ccc(OCC(=O)NNC(=O)c2cc3ccccc3o2)cc1
 : 1%	3%	nt	55%[activator]	-31%	-12%	2%	nt
36: O=C1C2CC=C(Cl)CC2C(=O)N1CC1Cc2ccccc2CO1 (configuration not stated)
 : 22µM*	-3%	-3%	nt	-16%	-16%	?	-8%
37: CN(C)c1ccc(NS(=O)(=O)c2cc(Cl)ccc2Cl)cc1
 : ?	4%	-11%	-18%	-7%	-5%	?	-8%
38: Cc1cccn2c(CNCCCn3ncc4ccccc43)c(C(=O)N3CCCCC3)nc12
 : ?	1%	6%[46 µM]	4%	12%	i	-5%	nt
39: Nc1nn2c(C(F)(F)F)cc(=O)[nH]c2c1N=Nc1cccc(F)c1
 : -4%	-1%	-15%[46 µM]	-8%	?	i	7.9µM*	10%
40: Cc1ccccc1OCc1nc(-c2ccc(NC(=O)c3cccs3)cc2)no1
 : ?	-9%	-9%	9%	?	0%	-7%	?
41: Cc1ccc(-n2c(SCC(=O)NCc3ccco3)nc3nc4c(cc3c2=O)COC(C)(C)C4)cc1
 : 0.79µM*	nt	16%	-14%	?	i	?	nt
42: CCOC(=O)/C=C1\NC(C)(C)Cc2cc(OC)c(O)cc21
 : 11µM*	-6%	-2%	10%	-8%	-8%	3%	1%
43: O=C(CN1C(=O)C2CC=C(Cl)CC2C1=O)N1CCOCC1 (configuration not stated)
 : 10%	-1%	-4%	1%	-1%	i	2%	10%
44: CCC(=O)Nc1ccc(Cl)c(NC(=O)c2ccc(Br)o2)c1
 : 0%	1%	-12%	0%	1%	i	-11%	6%
45: Nc1ccc(C(=O)c2ccccc2C(=O)O)cc1Cl
 : 17%	4%	1%	-3%	-3%	-8%	-6%	-3%
46: O=C(Nc1ccc2c(c1)oc1ccccc12)N1CCOCC1
 : ?	-6%	-6%	5%	?	-6%	-19%	?
47: Cc1cc(C(=O)CN2CCC(C)CC2)c(C)n1-c1ccc(F)cc1
 : 3%	3%	-9%	5%	-2%	-2%	-13%	13µM*
48: CCCCCNC(=O)C1CC=CCC1C(=O)O (configuration not stated)
 : -5%	-1%	-1%	-1%	0%	5%	-8%	3%
49: COC(=O)/C(C#N)=C/c1c[nH]c2ccccc12
 : -9%	-2%	nt	nt	-3%	-1%	-13%	2%

An excerpt (hit frequency here may not be typical).
